Source: PubChem BioAssay (National Center for Advancing Translational Sciences (NCATS))
GAA inh = blocks human lysosomal alpha-glucosidase; purified human GAA, 4-MU-alpha-glucoside fluorescence; Potency, µM (series often up to 76.9 µM), for the others: at the top dose activity change, negative = inhibition, hits mostly inhibitors; 200,000 compounds, 0.005% hits;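 also: plate controls were uninhibited enzyme wells for no effect and no-enzyme background for full effect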
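Activity normalized between no-enzyme (basal) and enzyme-only wells. Conditions: 4 nM human enzyme, 400 uM fluorogenic substrate, citrate/phosphate pH 5.0 with Tween-20, 20 min room temperature, compounds up to 77 uM.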
RECQ1 inh = blocks DNA unwinding by human RECQ1. Potency, µM (top dose mostly 57.3 µM), for the others: at the highest dose activity, negative = inhibition, hits mostly inhibitors. P46063. RECQ1 DNA unwinding, red fluorescence kinetic read. 240,000 compounds, 0.54% hits;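 also: plate controls were vehicle for no effect and no enzyme for full effect; nearly all actives have a fitted effect of over 30% in size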
Target sequence (P46063 whole entry, looked up): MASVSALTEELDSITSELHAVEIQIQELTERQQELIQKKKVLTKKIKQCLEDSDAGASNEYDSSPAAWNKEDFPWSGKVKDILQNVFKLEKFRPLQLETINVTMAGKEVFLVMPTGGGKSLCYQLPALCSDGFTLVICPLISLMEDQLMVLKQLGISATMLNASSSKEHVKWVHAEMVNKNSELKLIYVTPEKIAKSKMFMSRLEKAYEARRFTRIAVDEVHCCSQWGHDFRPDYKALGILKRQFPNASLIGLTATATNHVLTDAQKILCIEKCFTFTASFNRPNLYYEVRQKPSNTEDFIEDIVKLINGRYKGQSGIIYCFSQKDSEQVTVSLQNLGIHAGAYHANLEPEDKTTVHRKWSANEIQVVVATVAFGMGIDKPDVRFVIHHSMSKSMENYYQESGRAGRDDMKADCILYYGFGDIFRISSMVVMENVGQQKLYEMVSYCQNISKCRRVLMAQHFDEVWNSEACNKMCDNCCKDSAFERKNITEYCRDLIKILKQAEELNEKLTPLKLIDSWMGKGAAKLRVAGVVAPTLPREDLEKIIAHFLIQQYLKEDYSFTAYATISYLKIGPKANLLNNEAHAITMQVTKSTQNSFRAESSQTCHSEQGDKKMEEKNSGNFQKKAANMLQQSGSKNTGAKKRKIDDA
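50 nM RECQ1T1 preincubated 15 min with compound in Tris pH 8.0 buffer with MgCl2, DTT, Tween-20 and 2.5 ug/ml poly(dI-dC); started with 200 nM TAMRA/BHQ-2 forked duplex and 2 mM ATP. Unwinding read as fluorescence (525/598 nm), two reads 2 h apart.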
TexasRed fluor = alters Texas Red total fluorescence, flagging assay interference. TRb/SRC2 Texas Red total fluorescence interference. Potency, µM (top dose mostly 106 µM), for the others: top-dose fluorescence change, negative = quenching. 280,000 compounds, 0.29% hits. AID 1479; active = well fitted curve in either direction with a large enough effect; inconclusive = small, poorly fitted or top-dose-only effect
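Human TRβ ligand-binding domain (0.6 uM) and Texas Red SRC2 peptide (20 nM) in Tris buffer with 1 uM T3 and 5% DMSO were incubated with pinned compound for 5 hr at ambient temperature. Total fluorescence was computed as S + 2P (555/632 nm).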
GAA spleen mod = inhibitors or activators of human alpha-glucosidase in spleen homogenate | human spleen homogenate, 4-MU-alpha-glucoside fluorescence | Potency, µM (titrated, usually from 79.9 µM), for inactives: at the highest dose activity change, negative = inhibition, actives largely listed as inhibitors | 240,000 compounds, 0.006% hits | AID 2112;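 also: 0% = enzyme with vehicle and -100% = no enzyme basal signal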
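Enzyme source: human spleen homogenate, 1 ug/well. Buffer 50 mM citric acid/K phosphate pH 5.0, 0.01% Tween-20. 4-MU-alpha-glucoside 1 mM; 37 C x 40 min; NaOH/glycine stop; fluorescence.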
L3MBTL1 block = inhibitors of human L3MBTL1. AlphaScreen L3MBTL1–H3K9me1 peptide binding. Potency, µM (highest dose often 57.1 µM), inactives show at the highest dose activity, negative = inhibition, actives largely listed as inhibitors. 230,000 compounds, 0.66% hits. AID 485360; also: nearly all actives have a fitted effect of over 60% in size
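Displacement of a biotinylated histone H3(1-15) peptide monomethylated at Lys9 (75 nM) from L3MBTL1 (50 nM) was measured by AlphaScreen after a 30 min room-temperature compound incubation; cefsulodin titration served as intraplate control.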
TRb-SRC2 inh = disrupts binding of human TR beta to SRC2. P10828. TRbeta-SRC2 peptide binding, fluorescence polarization; receptor liganded with 1 µM T3. Potency, µM (doses to about 106 µM), for inactives: at the top dose activity change, negative = inhibition, actives largely listed as inhibitors. 280,000 compounds, 0.065% hits;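 also: plate controls were bound peptide for no effect and peptide without receptor for full effect; nearly all actives have a fitted effect of over 50% in size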
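Human TRb ligand-binding domain (0.6 uM) is mixed with 20 nM Texas Red SRC2 peptide and 1 uM T3; after compound addition and 5 hr at ambient temperature, polarization is measured and normalized to unbound and bound controls.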
GoLoco inh red = inhibitors of human Gai1-RGS12 GoLoco interaction (red fluorophore). P63096. Gai1:RGS12 GoLoco peptide FP, rhodamine, 10 min. Potency, µM (doses to about 61.6 µM), inactives show top-dose activity, negative = inhibition, actives largely listed as inhibitors. 230,000 compounds, 0.44% hits; active = well fitted inhibition curve with a large enough effect, not every such curve was filed as active; inactive = no such curve, though single readings can be large or run the other way; also: nearly all actives have a fitted effect of over 30% in size; many of its hits are not listed in these tables
Target sequence (P63096 whole entry, looked up): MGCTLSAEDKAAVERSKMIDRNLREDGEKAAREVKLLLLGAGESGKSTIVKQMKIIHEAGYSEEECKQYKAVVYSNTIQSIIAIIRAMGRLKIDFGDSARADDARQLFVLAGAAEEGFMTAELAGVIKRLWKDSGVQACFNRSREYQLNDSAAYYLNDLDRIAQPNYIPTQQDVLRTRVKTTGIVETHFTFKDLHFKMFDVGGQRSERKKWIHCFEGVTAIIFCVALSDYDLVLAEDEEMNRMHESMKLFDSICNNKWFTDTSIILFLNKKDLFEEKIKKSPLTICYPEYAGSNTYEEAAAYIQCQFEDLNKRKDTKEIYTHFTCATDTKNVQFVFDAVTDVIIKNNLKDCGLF
GAA glycogen = alters human alpha-glucosidase cleavage of glycogen. P10253. recombinant GAA, glycogen substrate, Amplex Red glucose oxidase fluorescence. Potency, µM (doses to about 76.4 µM), inactives show at the top dose activity change, negative = inhibition, usual class: inhibitors. 300,000 compounds, 0.38% hits;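 also: 0% = full enzyme reaction and -100% = no-enzyme basal signal; the screen sought inhibitors and activators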
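Natural-substrate format: glycogen cleavage by 4 nM human enzyme, glucose read by Amplex Red coupling (Ex 573, Em 610 nm). Normalized to enzyme and no-enzyme controls.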
Starred values were filed as active, the others as inactive; i = inactive; ? = inconclusive; nt = not tested or not shown; & = joins results of further samples; [ ] = dose if it differs, or a comment. Unless noted, calls follow the shape of the dose curve; as a rule, active = well fitted curve in the direction sought with a large enough effect; inconclusive = small, poorly fitted or top-dose-only effect, or another doubt; inactive = no such curve, though single readings can be large; an effect the other way counts as inactive or inconclusive. Unless noted, % is scaled to controls: 0 for no effect and ±100 for the full control effect; potency is read from the fitted curve at half-maximal effect. A portion of the library, so the mix of outcomes need not match the whole.

SMILES	GAA inh	RECQ1 inh	TexasRed fluor	GAA spleen mod	L3MBTL1 block	TRb-SRC2 inh	GoLoco inh red	GAA glycogen
COc1ccc(OC)c(NC(=O)CSc2ccc3ccccc3c2)c1	-2%	-15%	2%	-8%	7%	-2%	nt	-12%
O=C(NCCN1C(=O)S/C(=C\c2cccs2)C1=O)c1ccc(=O)[nH]c1	-6%	-8%	1%	-4%	-9%	10%	-15%	6%
Cc1ccccc1N1C(=O)C2ON(c3ccccc3)C(c3ccco3)C2C1=O (stereo not drawn)	nt	-6%	2%	0%	-13%	1%	-1%	0%
CCC(=O)Nc1cc(C(=O)OC(C(=O)c2ccc(C)c(C)c2)c2ccccc2)ccc1C (stereo not drawn)	-6%	-11%	-2%	-1%	-1%	1%	1%	-7%
COC(=O)CCC/C=C1/SCC(NC(=O)c2ccccc2)/C1=N/O (stereo not drawn)	?	i	0%[53 µM]	3%	-5%	-2%[53 µM]	33%[activator]	-4%
CCNc1nc(NC(C)C)nc(NC(C)(C)C)n1	3%	i	-5%	0%	8%	-6%	14%	7%
CCOc1ccccc1C(=O)OCC(=O)Nc1ccc(OC(F)F)cc1	-10%	i	1%	-19%	nt	-17%	-15%	-4%
COc1ccc(-c2c(C)oc3c(CN4CCN(C)CC4)c(O)ccc3c2=O)cc1	1%	0%	0%	6%	10%	-18%	6%	5%
CC(=O)NC(CC(C)C)C(=O)NC(=O)NCc1ccccc1 (stereo not drawn)	-1%	1%	-4%	-2%	-2%	3%	-3%	0%
CC(=O)Cn1nnc2sc3c(c2c1=O)CCC(C(C)(C)C)C3 (stereo not drawn)	-8%	i	-4%	3%	-27%	5%	-11%	1%
CC1CCN(C(=O)C2CC(c3ccc(F)cc3)=NO2)CC1 (stereo not drawn)	-1%	4%	0%	-4%	7%	-6%	-2%	3%
COc1ccccc1CC(=O)Nc1ccccc1O	-9%	-5%	2%	-8%	nt	-15%	2%	-28%
CCCN1CCN(CCCNC(=O)C2CCCN(c3nnc(-n4cccc4)s3)C2)CC1 (stereo not drawn)	-4%	-3%	-1%	-1%	-5%	0%	8%	1%
Cn1nnc(NC(=O)CSc2nnnn2-c2ccc(F)cc2)n1	-22%	-2%	0%	0%	19%[11.4 µM]	7%	6%	3%
Cc1c(CN2CCCC(C(=O)c3cccc(Cl)c3)C2)c(=O)n(-c2ccccc2)n1C (stereo not drawn)	-2%	-3%	-1%	2%	5%	4%	5%	14%
CCCC(=O)Nc1ccc(Sc2ccc([N+](=O)[O-])cc2)cc1	?	-8%	-2%	-7%	-8%	-5%	-6%	0%
COc1cc(NC(=O)CSc2nnc(C)s2)cc(OC)c1	-2%[15.4 µM]	-8%	-1%	5%	6%	0%	8%	-6%
COc1ccc(CNC(=O)C2CCCN2)cc1OC (stereo not drawn)	14%	i	-3%	4%	4%	4%	1%	-7%
Cc1cc(C)c2nc(SCc3ccc([N+](=O)[O-])cc3)nc(C)c2c1	4%	-5%	-3%	1%	6%	5%	2%	6%
OC(c1ccccc1)(c1ccccc1)C1CCN(C(=S)NCCc2ccccc2)CC1	-1%	-15%	1%	0%	-9%	4%	8%	3%
CCS(=O)(=O)N(C)[C@@H]1c2cc(C#N)ccc2OC(C)(C)[C@H]1O	nt	-5%	-1%&-2%	1%&3%	nt	-10%&-4%	4%&10%	nt
COc1ccc(N=C2NC(=O)/C(=C/c3ccc(O)c(OC)c3)S2)cc1	3%	-8%	-14%	-1%	-3%	4%	2%	-25%
O=C(c1ccccc1)c1ccc2ccccc2n1	-1%	-7%	-1%	-4%	nt	-3%	-13%	-4%
CC(C)(O)CCC(C)(C)O	nt	-2%	0%	4%	12%	2%	0%	nt
O=[N+]([O-])c1ccc2c(c1)CNc1ccccc1O2	-5%	-6%	-1%	-5%	nt	8%	-7%	-12%
COc1c(OC(C)=O)ccc(/C=N\NC(=O)c2ccc(Br)cc2)c1[N+](=O)[O-]	7%	13%	-1%	-5%	5%	2%	5%	14%
Nc1[nH]nc2nc(NCc3ccccc3)c3c(c12)CCN(Cc1ccccc1)C3	0%	-3%	-2%	-3%	-12%	-2%	1%	?
CN1CCN(C(=O)c2cc(Cl)cc(Cl)c2NC(=O)c2ccco2)CC1	?	i	-1%	-2%	9%	7%	17%	17%
CC(C)(C)N/N=C/c1c(O)n(-c2ccc(Cl)cn2)c(=O)c2ccccc12	0%	-7%	-1%	-6%	?	2%	12%	11%
CC(=O)Oc1c(Sc2ccccc2[N+](=O)[O-])c(C)nn1C(C)(C)C	3%	-1%	4%	4%	?	2%	12%	-13%

Reprinted from the part before: three entries, followed by the next part.
SMILES	GAA inh	RECQ1 inh	TexasRed fluor	GAA spleen mod	L3MBTL1 block	TRb-SRC2 inh	GoLoco inh red	GAA glycogen
CN1CCN(C(=O)c2cc(Cl)cc(Cl)c2NC(=O)c2ccco2)CC1	?	i	-1%	-2%	9%	7%	17%	17%
CC(C)(C)N/N=C/c1c(O)n(-c2ccc(Cl)cn2)c(=O)c2ccccc12	0%	-7%	-1%	-6%	?	2%	12%	11%
CC(=O)Oc1c(Sc2ccccc2[N+](=O)[O-])c(C)nn1C(C)(C)C	3%	-1%	4%	4%	?	2%	12%	-13%
CCOC(=O)Cc1csc(NC(=O)c2ccco2)n1	-2%	-2%	-4%	-18%	0%	-16%	9%	1%
CCOc1ccc(N(C(=O)c2ccccc2Cl)C2=NC(C)(C)CS2)cc1	4%	i	-2%	2%	-3%	1%	-3%	8%
C=CCn1cc(C(=O)NCCCOCC)c(=O)c2cc(S(=O)(=O)N(CC)CC)ccc21	0%	-7%	-4%	8%	1%	-14%	2%	4%
Cc1c(NC(=O)C2CCCN(S(=O)(=O)c3cnc[nH]3)C2)c(=O)n(-c2ccccc2)n1C (stereo not drawn)	-14%	-9%	-2%	-4%	nt	-22%	-3%	-19%
COCCCN(C(C)=O)c1nc(-c2ccc(OC)cc2)cs1	-8%	-4%	-3%	0%	-9%	-6%	1%	-9%
CCc1cccc(CC)c1NC(=O)CSc1nnc(C(C)C)n1CC	14%	i	-1%	-2%	nt	-24%	5%	1%
Nc1nc(NCc2ccco2)nc(NCCO)c1[N+](=O)[O-]	nt	-12%	0%	2%	-7%	0%	-7%	8%
COc1cccc(/C=C/C(=O)OCC(=O)Nc2ccc(N3CCOCC3)cc2)c1OC	8%	-12%	-1%	10%	-4%	4%	0%	8%
Clc1ccc(-c2nnc3sc(-c4ccc(Br)o4)nn23)cc1	?	-5%	1%	-7%	-14%	0%	16%	6%
CCNc1nnc(-c2ccc(C)cc2)o1	4%	0%	0%	1%	5%	8%	9%	4%
Cn1c(SCc2cccnc2)nc2cccnc21	2%	-14%	-1%	3%	4%	2%	-5%	3%
CCC(C)[C@@H](C(=O)N1CCNCC1)n1cc(CCCCN)nn1 (stereo partly drawn)	nt	-3%	0%	7%	6%	-10%	4%	-5%
CS(=O)(=O)NNC(=O)Cn1nnc(-c2cc(C(F)(F)F)cc(C(F)(F)F)c2)n1	nt	-8%	-2%	-3%	nt	-1%	6%	-10%
CCn1c(SCC(=O)N/N=C/c2c[nH]c3ccccc23)nnc1-c1ccc(C(C)(C)C)cc1	?	-11%	-5%	8%	-15%	-4%	-6%	-6%
O=C(N/N=C/C=C/c1ccco1)c1ccccc1Cl	-3%	-19%	-1%	-9%	nt	-3%	3%	6%

3 structures out of the list, ordered by formula weight, largest number first.
SMILES	GAA inh	RECQ1 inh	TexasRed fluor	GAA spleen mod	L3MBTL1 block	TRb-SRC2 inh	GoLoco inh red	GAA glycogen
CCOc1ccc(N(C(=O)c2ccccc2Cl)C2=NC(C)(C)CS2)cc1	4%	i	-2%	2%	-3%	1%	-3%	8%
Nc1[nH]nc2nc(NCc3ccccc3)c3c(c12)CCN(Cc1ccccc1)C3	0%	-3%	-2%	-3%	-12%	-2%	1%	?
CC(C)(O)CCC(C)(C)O	nt	-2%	0%	4%	12%	2%	0%	nt

(continued)
SMILES	GAA inh	RECQ1 inh	TexasRed fluor	GAA spleen mod	L3MBTL1 block	TRb-SRC2 inh	GoLoco inh red	GAA glycogen
CC(C)(C)c1ccc(OCC2CO2)cc1 (stereo not drawn)	nt	-1%	0%	2%	nt	-10%	4%	nt
O=C(O)COc1ccc(C(=O)c2ccccc2)cc1	3%	-4%	0%	2%	nt	-5%	-1%	4%
CCS(=O)(=O)N1CCC(C(=O)NCc2ccc(F)cc2)CC1	-16%	i	2%	4%	nt	6%	2%	6%
O=[N+]([O-])c1ccc(/C=N/n2cn[nH]c2=S)cc1	-10%	-11%	-3%	-7%	4%	9%	4%	-28%
CC1CCCN(C(=O)C2CCN(CCCc3ccccc3)CC2)C1 (stereo not drawn)	7%	6%	-7%	-6%	36%[activator]	-3%	-31%	?
Fc1ccc(COc2ccccc2CNc2nn[nH]n2)cc1	8%	i	0%	0%	4%	-8%	6%	4%
COc1ccc2cc3cc(C(=O)NCCN4CCN(Cc5ccccc5)CC4)oc3nc2c1	?	-12%	-1%	7%	3%	-6%	18%	10%
COc1ccc(C(CNC(=O)COc2ccc(F)cc2Br)N2CCCC2)cc1 (stereo not drawn)	-6%	4%	-1%	-1%	?	6%	-7%	9%
CCOc1ccc(NC(=O)c2ccccc2SC)cc1	nt	-8%	2%	-2%	nt	2%	4%	0%
CC(C)(C)c1cc(CN2CCC(O)CC2)cc(C(C)(C)C)c1O	-2%	-7%	1%	-5%	nt	1%	-5%	?
CCc1ncc(C(O)c2cccc3ccccc23)n1C (stereo not drawn)	5%	-15%	1%	-3%	-2%	6%	3%	10%
OC1CCN(c2ncnc3nc[nH]c23)CC1	4%	4%	-2%	5%	8%	-3%	4%	-2%
S=C(NCCc1ccccc1)N/N=C/c1ccc(Cl)cc1	nt	5%	-4%	-4%	-10%	-6%	2%	-6%
O=C(Cn1c(-c2cncs2)nc2ccccc21)NCCc1ccccc1	-2%[15.4 µM]	-5%	-5%	7%	-1%	5%	-9%	4%
CC(C)(Oc1ccc([C@@H]2CC2(Cl)Cl)cc1)C(=O)O	nt	-7%[25.9 µM]	0%[53 µM]	4%[29.1 µM]	nt	-1%[53 µM]	6%[21.6 µM]	nt
CCOC(=O)Cc1cnc(NC(=O)CSc2nc(N)cc(N)n2)s1	6%	14%	-4%	7%	?	-3%	-2%	4%
